Rhodamine fluor – compound fluoresces in the rhodamine spectral region; 59,000 compounds, 0.05% hits; Rhodamine-region fluorescence, 547/598 nm, Tris buffer; active compounds read high; max dye-equivalent concentration, M; in the data active = max dye-equivalent concentration above about 11 nM; inconclusive = between about 1.1 nM and that limit
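qHTS spectral profiling of compounds without any target or enzyme present, in pH 8.0 Tris buffer; plates were read after a 15-minute room-temperature incubation using the rhodamine-region filter set.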
Caspase-7 inhib – blocks human caspase-7 allosterically or competitively; recombinant caspase-7, Ac-DEVD-AFC fluorescence rate; Potency, µM (top dose mostly 57.5 µM), without a hit: at the highest dose activity change, negative = inhibition, usual class: inhibitors; P55210; 75,000 compounds, 0.02% hits; active = well fitted inhibition curve with a large enough effect in the main read-out, with a control signal flat, not every such curve was filed as active; inconclusive = small, poorly fitted or top-dose-only effect, or a change in a side signal; note: potency is the fitted concentration of half-maximal effect; % of control where 0% means no effect
ERK AVP block – blocks ERK signaling stimulated by vasopressin. HEK293-V1b, vasopressin-stimulated pERK AlphaScreen. Potency, µM (series often up to 57.5 µM), for inactives: top-dose activity, negative = inhibition, most hits filed as inhibitors. 72,000 compounds, 0.99% hits. AID 995; note: potency is the fitted concentration of half-maximal effect; % is set by controls: 0 for no effect and ±100 for the full control effect; nearly all actives have a fitted effect of over 55% in size
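HEK293 cells stably expressing V1b receptor, preincubated 30 min at 37 °C with compound, then stimulated 5 min with 25 nM vasopressin. Phospho-ERK by AlphaScreen SureFire after 5 h RT; normalized to DMSO and vasopressin; AC50 by Hill fit.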
Casp1 inh – allosteric or competitive inhibitors of human caspase-1; P29466; Caspase-1 enzyme, Ac-WEHD-AFC fluorogenic rate; Potency, µM (top dose mostly 57.5 µM), for the others: at the highest dose activity change, negative = inhibition, most hits filed as inhibitors; 75,000 compounds, 0.03% hits;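 note: potency is the fitted concentration of half-maximal effect; plate controls were vehicle for no effect and no substrate for full effect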
Target sequence (P29466 120-297 limits assumed): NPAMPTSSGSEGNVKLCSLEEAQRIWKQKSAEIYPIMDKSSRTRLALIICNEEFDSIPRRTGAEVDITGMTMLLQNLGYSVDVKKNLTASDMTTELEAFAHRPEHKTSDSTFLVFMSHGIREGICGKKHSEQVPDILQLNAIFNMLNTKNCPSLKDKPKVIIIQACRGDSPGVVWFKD
Target sequence (P29466 317-404 limits assumed): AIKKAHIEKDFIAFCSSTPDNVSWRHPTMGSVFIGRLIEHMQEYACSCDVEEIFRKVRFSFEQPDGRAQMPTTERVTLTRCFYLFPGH
A350 autofl – compound fluoresces in the Alexa 350 spectral region; Compound autofluorescence, 340/450 nm, Alexa 350 dye-equivalents; active compounds read high; max dye-equivalent concentration, M; 59,000 compounds, 11% hits; AID 590; in the data active = max dye-equivalent concentration above about 10 nM; inconclusive = mostly about 1.1 nM to 9.6 nM
TexasRed autofl – Texas Red region autofluorescence; Compound fluorescence, Texas Red channel, 547/618 nm; active compounds read high; max dye-equivalent concentration, M; 59,000 compounds, 0.06% hits; in the data active = max dye-equivalent concentration above about 10 nM; inconclusive = between about 1.1 nM and that limit
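Texas Red-region profiling: compounds in 100 mM Tris pH 8.0 were read at 547/618 nm after 15 min at room temperature. Intensities were normalized against a six-point Texas Red standard series to give dye-equivalent concentration.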
4-MU autofl – compounds fluorescent in 4-MU spectral region; compound autofluorescence, 340/450 nm, 4-MU equivalents; active compounds read high; max dye-equivalent concentration, M; 59,000 compounds, 11% hits; AID 589; in the data active = max dye-equivalent concentration above about 10 nM; inconclusive = mostly about 1.1 nM to 9.6 nM
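Compounds in 100 mM Tris, pH 8.0, sat 15 min at room temperature before fluorescence was read at 340 nm excitation/450 nm emission; a per-plate six-point 4-MU standard curve converted signals to dye-equivalent concentration at each compound concentration.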
FLuc inh – inhibitors of firefly luciferase; Potency, µM (titrated, usually from 57.1 µM), without a hit: top-dose activity change, negative = inhibition, most hits filed as inhibitors; 72,000 compounds, 2.2% hits; purified firefly luciferase, luminescence, 8 min; P08659; note: potency is the fitted concentration of half-maximal effect; % is set by controls: 0 for no effect and ±100 for the full control effect; nearly all actives have a fitted effect of over 40% in size
Target sequence (P08659 whole entry, looked up): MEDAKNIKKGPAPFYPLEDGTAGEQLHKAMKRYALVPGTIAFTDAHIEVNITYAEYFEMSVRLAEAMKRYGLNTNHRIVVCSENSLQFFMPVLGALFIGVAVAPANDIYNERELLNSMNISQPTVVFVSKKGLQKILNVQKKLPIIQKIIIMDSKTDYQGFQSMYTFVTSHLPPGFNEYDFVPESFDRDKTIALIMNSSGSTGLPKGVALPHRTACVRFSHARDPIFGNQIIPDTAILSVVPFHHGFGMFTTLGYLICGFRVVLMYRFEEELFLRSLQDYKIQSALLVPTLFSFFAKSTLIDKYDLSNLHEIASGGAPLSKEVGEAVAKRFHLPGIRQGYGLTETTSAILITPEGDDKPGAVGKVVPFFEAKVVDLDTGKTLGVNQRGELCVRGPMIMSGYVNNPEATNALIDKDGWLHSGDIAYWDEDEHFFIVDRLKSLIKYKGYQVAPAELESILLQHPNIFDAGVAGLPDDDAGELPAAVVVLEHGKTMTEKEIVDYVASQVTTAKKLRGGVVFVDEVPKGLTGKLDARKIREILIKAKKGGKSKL
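Luminescence read-out after 8 min at room temperature; enzyme reaction used luciferin plus 10 uM ATP (linear range) in imidazole buffer pH 7.2 with KCl, MgCl2, Tween 20 and BSA. Each sample was run as a titration.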
HEK293 cAMP ctrl – raises cAMP in parental HEK293 cells, TSHR agonist counter-screen; parental HEK293 CNG cAMP sensor, membrane potential fluorescence; Potency, µM (doses to about 57.1 µM), without a hit: top-dose activation, usual class: activators; 73,000 compounds, 2.5% hits; note: potency is the fitted concentration of half-maximal effect; % of control where 0% means no effect; nearly all actives have a fitted effect of over 55% in size
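Parental HEK 293 cells stably expressing a cAMP-gated CNG channel were loaded with membrane potential dye containing 100 uM RO 20-1724 for 60 min. Compound added for 30 min; depolarization read as fluorescence intensity at 590 nm.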
Tau fil binding – binders of human tau filaments. P10636. recombinant tau filaments, thioflavin S fluorescence, 15 h; filaments grown with octadecylsulfate alongside compound. Potency, µM (series often up to 57.1 µM), inactives show top-dose activity change, negative = inhibition. 71,000 compounds, 2% hits;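 note: potency is the fitted concentration of half-maximal effect; % is set by controls: 0 for no effect and ±100 for the full control effect; actives lower thioflavin S fluorescence by blocking filaments or displacing dye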
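Thioflavine S fluorescence (ex 450, em 510 nm) reports filaments formed from 1 uM human tau plus 30 uM ODS over 15 h at 37 C (10 mM HEPES pH 7.4, 100 mM NaCl, 5 mM DTT); compounds displacing dye or blocking filaments lower signal.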
Fluorescein fluor – compound fluoresces in the fluorescein spectral region; Compound autofluorescence, 480/540 nm, fluorescein-equivalent; active compounds read high; AID 593; max fluorescein-equivalent concentration, M; 59,000 compounds, 0.91% hits; in the data active = max fluorescein-equivalent concentration above about 10 nM; inconclusive = between about 1.1 nM and that limit
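Autofluorescence profiling; 100 mM Tris, pH 8.0; incubation 15 min at RT; ex/em 480/540 nm; result as fluorescein-equivalent concentration.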
An asterisk follows results filed as active; i = inactive; ? = inconclusive; nt = no result given; [ ] = dose if it differs, or a comment. Unless noted, calls come from the whole dose curve; as a rule, active = well fitted curve in the direction sought with a large enough effect; inconclusive = small, poorly fitted or top-dose-only effect, or another doubt; inactive = no such curve, though single readings can be large; an effect the other way counts as inactive or inconclusive. These rows are one share of the data; rates above refer to the full screens.

Values in the order: Rhodamine fluor	Caspase-7 inhib	ERK AVP block	Casp1 inh	A350 autofl	TexasRed autofl	4-MU autofl	FLuc inh	HEK293 cAMP ctrl	Tau fil binding	Fluorescein fluor
C=CCn1c(=O)[nH]c2cc(C(=O)N3CCN(c4cccc(Cl)c4)CC3)ccc2c1=O
→ i	-10%	29%	-2%	?	i	i	1%	13%	18%	i
O=C(NCc1cccnc1)C(C(=O)c1ccc(F)cc1)n1ccccc1=O (stereo not given)
→ i	6%	20%	1%	i	?	i	3%	-3%	-3%	?
CC(Oc1ccc(Cl)cc1Cl)c1nc(-c2ccc(NC(=O)c3cccnc3)cc2)no1 (stereo not given)
→ i	-5%	11%	-5%	i	?	i	-2%	0%	22%	i
Cc1ccc2cc(CNC(C)C)c(=O)[nH]c2c1
→ i	nt	nt	nt	?	i	?	-2%[25.5 µM]	nt	nt	i
Cn1c(Cn2c(=O)sc3ccccc32)nnc1SCC(=O)NC1CCCCC1
→ nt	-1%	?	1%	nt	nt	nt	2%	?	6%	nt
Cn1nnc2cc(C(=O)N3CCN(c4ccccc4)CC3)ccc21
→ i	1%	-4%	1%	i	i	i	1%	-2%	2%	i
CCOc1cc2[nH]c(=S)n(CC3CCCO3)c(=O)c2cc1OCC (stereo not given)
→ i	-1%	-26%	-2%	i	i	i	2%	4%	2%	?
CN(c1ccccc1)c1nc(N2CCCC2)nc(-n2ccnc2)n1
→ i	-3%	-1%	-7%	i	?	i	1%	?	36%	i
c1ccc(CNC2=NCCC2)nc1
→ i	-4%	13%	-1%	i	?	i	-37%	-3%	1%	i
CCOc1ccc(C(=O)Nc2cc(OC)ccc2OC)cc1
→ nt	0%	?	-1%	nt	nt	nt	?	?	-10%	nt
COc1ccc(N2CC(C(=O)NC3CC(C)(C)NC(C)(C)C3)CC2=O)cc1 (stereo not given)
→ nt	1%	nt	-3%	nt	nt	nt	1%	-3%	-12%	nt
CC(C(=O)N1c2ccccc2Sc2ccccc21)n1nnc(-c2cccs2)n1 (stereo not given)
→ i	0%	23%	1%	i	i	i	0%	?	6%	?
COCCn1c(=O)cnc2cnc(N3CCOCC3)nc21
→ i	-19%	0%	-14%	?	i	i	-1%[11.4 µM]	?	-1%	i
c1ccc2scnc2c1
→ nt	0%	22%	0%	nt	nt	nt	nt	-7%	-16%	nt
CN(CCO)c1ncnc2nc[nH]c12
→ nt	-11%	nt	-6%	nt	nt	nt	-5%	7%	-8%	nt
CC(=O)c1ccc(NC2CC(O)C(O)CO2)cc1 (stereo not given)
→ i	0%	-7%	0%	i	i	i	-31%	21%	-5%	?
CC(=O)Nc1ccc(S(=O)(=O)N2CCN(c3ccc(C)c(Cl)c3)CC2)cc1
→ nt	1%	nt	0%	nt	nt	nt	1%	-2%	45%	nt
COCCn1nnnc1C(c1ccc(OC)cc1)N1CCC(C)CC1 (stereo not given)
→ i	1%	-4%	-2%	i	i	i	2%	28%	-7%	i
O=C1NCC2=C1C(c1ccccc1)Nc1ccccc1N2 (stereo not given)
→ nt	-2%	-20%	0%	nt	nt	nt	1%	-1%	-13%	nt
CCOC(=O)c1cnc2nc(C)[nH]n2c1=O
→ i	-1%	10%	1%	i	i	i	0%	1%	-4%	i

Later entries
Values in the order: Rhodamine fluor	Caspase-7 inhib	ERK AVP block	Casp1 inh	A350 autofl	TexasRed autofl	4-MU autofl	FLuc inh	HEK293 cAMP ctrl	Tau fil binding	Fluorescein fluor
CCOC(=O)c1ccc(NC(=O)N2CCc3ccccc32)cc1
→ i	0%	-20%	-2%	i	i	i	4µM*	-1%	52%	i
CCn1nnnc1SCC(=O)NCc1cccs1
→ i	-1%	14%	0%	i	i	i	1%	0%	-7%	i
CCOc1ccccc1C1NC(=O)NC(C)=C1C(=O)OC1CCCC1C (stereo not given)
→ i	-18%	18%	-8%	i	?	i	-4%	?	0%	i
COc1ccccc1NC(=O)Oc1ccc(NC(=O)c2ccco2)cc1
→ i	-1%	-23%	0%	i	i	i	-5%	-5%	-3%	i
O=C(O)C1=C(C(=O)N2CCN(C(=O)c3ccco3)CC2)CCCC1
→ i	-1%	-3%	1%	i	i	i	0%	-1%	2%	i
c1ccc(-n2nc3c(ccc4cnnc43)[nH]2)cc1
→ i	-1%	-24%	-1%	?	i	?	-22%	3%	103%	i
Cc1cc(C)nc(Nc2nc(C)c3cc4c(cc3n2)OCO4)n1
→ i	1%	-2%	-1%	2.2e-07M*	i	2.1e-07M*	0%	-3%	0%	i
CCN(CCCNC(=O)Cn1cc2c(n1)CCCC2)c1cccc(C)c1
→ nt	-2%	-23%	0%	nt	nt	nt	0%	23%	-9%	nt
CCOC(=O)c1nnn(-c2nonc2N)c1CN1CCCCCC1
→ i	0%	28%	-4%	?	i	i	3%	?	-9%	i
O=C(Nc1ccc(O)c(C(=O)O)c1)c1ccc2c(c1)C(=O)N(CC1CCCO1)C2=O (stereo not given)
→ i	0%	-13%	-1%	i	i	i	13µM*	8%	0%	i
Cc1sc(NC(=O)CSc2nnc(COc3ccc(Cl)cc3)n2C)c(C#N)c1C
→ i	0%	-19%	-1%	i	i	i	-2%	?	304%	i
COC(=O)c1ccccc1NC(=O)Cn1c(=O)oc2ccc(Cl)cc21
→ i	-3%	-17%	-4%	7.7e-07M*	i	7.4e-07M*	-2%	1%	6%	i
Cc1ccc(-n2ncc3c(=O)n(CC#N)cnc32)cc1C
→ i	-1%	-23%	0%	i	i	i	-3%	1%	21%	i
Cc1cc(C(=O)CN2C(=O)NC(C)(c3cccc(Br)c3)C2=O)c(C)n1Cc1ccco1 (stereo not given)
→ i	-5%	14%	-3%	i	?	i	-43%	1%	26%	?
CCOc1[nH]c(/N=C/c2ccco2)c(C#N)c1C#N
→ i	-11%	-13%	-12%	?	i	?	-3%	1%	1%	?
COc1ccc2cc(CN(C(=O)Nc3ccccc3)C3CCCC3)c(=O)[nH]c2c1
→ i	-3%	-5%	-5%	i	i	i	3%	5%	15%	i
S=C(Nc1ccccn1)c1ccccn1
→ nt	2%	-18%	-1%	nt	nt	nt	20µM*	13%	25µM*	nt
NC(=O)NC(CC(=O)OCC(=O)NC(=O)NCc1ccco1)c1ccc(Cl)cc1 (stereo not given)
→ i	-2%	?	-1%	i	i	i	2%	3%	6%	?
CCC(=O)Nc1cccc(NC(=O)CN2CCN(c3ccccc3OC)CC2)c1
→ i	-2%	-5%	4%	i	i	i	0%	6%	-11%	i
COc1ccc(CCN2C(=O)c3[nH]nc(-c4ccccc4O)c3C2c2ccccc2)cc1OC (stereo not given)
→ i	-4%	?	-4%	i	?	i	3%	?	229%	i

Full records, quoted from the list. Values in the order: Rhodamine fluor | Caspase-7 inhib | ERK AVP block | Casp1 inh | A350 autofl | TexasRed autofl | 4-MU autofl | FLuc inh | HEK293 cAMP ctrl | Tau fil binding | Fluorescein fluor
Results for CCOc1[nH]c(/N=C/c2ccco2)c(C#N)c1C#N → i | -11% | -13% | -12% | ? | i | ? | -3% | 1% | 1% | ?
Results for COc1ccccc1NC(=O)Oc1ccc(NC(=O)c2ccco2)cc1 → i | -1% | -23% | 0% | i | i | i | -5% | -5% | -3% | i
Results for Cc1cc(C)nc(Nc2nc(C)c3cc4c(cc3n2)OCO4)n1 → i | 1% | -2% | -1% | 2.2e-07M* | i | 2.1e-07M* | 0% | -3% | 0% | i
Results for Cc1sc(NC(=O)CSc2nnc(COc3ccc(Cl)cc3)n2C)c(C#N)c1C → i | 0% | -19% | -1% | i | i | i | -2% | ? | 304% | i

Going on with the list:
Values in the order: Rhodamine fluor	Caspase-7 inhib	ERK AVP block	Casp1 inh	A350 autofl	TexasRed autofl	4-MU autofl	FLuc inh	HEK293 cAMP ctrl	Tau fil binding	Fluorescein fluor
O=C(NCc1cccc(Cl)c1)c1cccnc1
→ i	-2%	-6%	-1%	i	i	i	0%	6%	-7%	i
O=S(=O)(Nc1ccc(-c2cn3ccsc3n2)cc1)c1ccc2c(c1)OCCO2
→ i	-2%	-19%	1%	i	i	i	-8%	24%	-13%	i
COc1ccc2nc(SCC(=O)O)nc(C)c2c1
→ i	nt	nt	nt	6e-07M*	i	5.4e-07M*	-2%[25.5 µM]	nt	nt	?
Cc1cc(C)n(-c2ccc(C(=O)OCC(=O)c3c(N)n(C)c(=O)n(C)c3=O)cc2)n1
→ i	-2%	?	-1%	i	i	i	5%	0%	282%	?
COc1cccc(CNC(=O)C2CCN(S(=O)(=O)c3ccccc3)CC2)c1
→ i	-4%	-4%	0%	i	i	i	3%	22%	-12%	i
COC(=O)Cc1c(C)c2ccc(OCC(=O)NCc3ccc4c(c3)OCO4)cc2oc1=O
→ i	-3%	-16%	-1%	?	i	?	0%	3%	1%	i
COC(=O)C1C(=O)c2c([nH]c(C(=O)OCC3CCCO3)c2C)CC1C (stereo not given)
→ nt	0%	-28%	-3%	nt	nt	nt	7.9µM*	5%	0%	nt
c1ccc(C2=Nn3c(nnc3-c3ccccn3)SC2)cc1
→ i	nt	nt	nt	i	i	i	0%[25.5 µM]	nt	nt	?
COCC(C)NCc1ccc(C)cc1C (stereo not given)
→ i	0%	-8%	0%	i	i	i	2%	7%	44%	i

Screening data as filed in PubChem.
